Compound activity deposited in PubChem by several laboratories.
NALP1 inh: NALP1 inhibition; S. cerevisiae NALP1/ASC/caspase-1 growth, X-gal OD620, 72 h; 280,000 compounds, 0.61% hits; AID 2071; inhibition, % at 10 µM; in the data active = inhibition mostly above about 24%, no sharp cut-off; inactive = mostly below about 32%; note: some compounds called inactive have numbers as strong as hits
MEKK2 WT-MEK5: raises or lowers MEK5 binding to wildtype human MEKK2 PB1 domain; bead flow cytometry, Alexa488-MEK5 binding to MEKK2 WT; actives lie on both sides; binding response (% of control), % at 10 µM; AID 1531; 290,000 compounds, 1.1% hits; Q9Y2U5; in the data active = binding response below about 67% or above about 130%; inconclusive = no clear call, values can overlap the other calls; inactive = in between
OXTR agonist: agonists of human oxytocin receptor. P30559. CHO-OTR cells, Fluo-8 calcium fluorescence; normalized: DMSO 0%, oxytocin 100%. activation, % at 3 µM. 320,000 compounds, 0.32% hits;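 active = activation above the mean of all tested compounds plus 3 SD, cutoff set per screening run, cut at about 20% in these data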;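 note: peak over basal fluorescence ratio from a 100 s FLIPR kinetic read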
PHOSPHO1 inh: PHOSPHO1 (human) inhibition | Q8TCT1 | recombinant PHOSPHO1, absorbance phosphatase assay | inhibition, % at 13.3 µM | 290,000 compounds, 1.1% hits | AID 1565; in the data active = inhibition above about 60%
GPR7 antagonist: human neuropeptides B/W receptor 1 antagonism | P48145 | inhibition, % at 4.4 µM | AID 1861 | GPR7-expressing cells, fluorescence antagonist assay | 290,000 compounds, 1.1% hits; in the data active = inhibition above about 16%, passing the limit was not always enough;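 note: cells stimulated with the agonist NPW; 0% = agonist with vehicle and 100% = vehicle without agonist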
Target sequence (P48145 whole entry, looked up): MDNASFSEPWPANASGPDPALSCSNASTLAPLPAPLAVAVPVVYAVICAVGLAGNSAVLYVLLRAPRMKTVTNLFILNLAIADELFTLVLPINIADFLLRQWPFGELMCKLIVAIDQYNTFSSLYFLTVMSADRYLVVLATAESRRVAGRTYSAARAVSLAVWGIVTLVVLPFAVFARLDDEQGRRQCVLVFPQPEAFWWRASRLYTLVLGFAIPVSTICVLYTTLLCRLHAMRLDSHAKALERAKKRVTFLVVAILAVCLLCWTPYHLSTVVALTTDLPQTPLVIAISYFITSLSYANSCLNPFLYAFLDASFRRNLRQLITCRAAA
MEKK2mut PB1 HTS: signal of MEK5 binding to mutant human MEKK2 PB1 domain; bead flow cytometry, Alexa488-MEK5 binding to MEKK2 mutant; percent response, % at 10 µM; 290,000 compounds, 0.35% hits; AID 1530; in the data active = percent response above about 24%, passing the limit was not always enough; note: inactives centre near 1; some results filed as inactive read as strong as hits; reference of the scale not given here
M18AAP inhibitor: blocks P. falciparum M18 aspartyl aminopeptidase; recombinant PfM18AAP, H-Glu-NHMec fluorogenic cleavage; inhibition, % at 7.35 µM; 290,000 compounds, 1.2% hits;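 active = inhibition above the campaign mean inhibition over all tested compounds plus 3 SD, cut at about 28% in these data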;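 note: 0% = plate median of test compound wells and 100% = 2 mM ZnCl2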
MEKK3 PB1 HTS: raises or lowers MEK5 binding to the human MEKK3 PB1 domain; Q99759; bead-based flow cytometry, Alexa488-MEK5 binding to MEKK3; actives lie on both sides; 0 = blocked by unlabeled MEK5, 100 = vehicle; binding response (% of control), % at 10 µM; 290,000 compounds, 1.4% hits; AID 1529;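 active = binding response more than 3 SD above or below the average of its plate-row segment, actives on both sides; inconclusive = wells at one plate position flagged as instrument error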;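 note: Alexa488 bead fluorescence after subtracting the streptavidin-only scavenger bead signal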
Target sequence (Q99759 whole entry, looked up, the tested form may be a part): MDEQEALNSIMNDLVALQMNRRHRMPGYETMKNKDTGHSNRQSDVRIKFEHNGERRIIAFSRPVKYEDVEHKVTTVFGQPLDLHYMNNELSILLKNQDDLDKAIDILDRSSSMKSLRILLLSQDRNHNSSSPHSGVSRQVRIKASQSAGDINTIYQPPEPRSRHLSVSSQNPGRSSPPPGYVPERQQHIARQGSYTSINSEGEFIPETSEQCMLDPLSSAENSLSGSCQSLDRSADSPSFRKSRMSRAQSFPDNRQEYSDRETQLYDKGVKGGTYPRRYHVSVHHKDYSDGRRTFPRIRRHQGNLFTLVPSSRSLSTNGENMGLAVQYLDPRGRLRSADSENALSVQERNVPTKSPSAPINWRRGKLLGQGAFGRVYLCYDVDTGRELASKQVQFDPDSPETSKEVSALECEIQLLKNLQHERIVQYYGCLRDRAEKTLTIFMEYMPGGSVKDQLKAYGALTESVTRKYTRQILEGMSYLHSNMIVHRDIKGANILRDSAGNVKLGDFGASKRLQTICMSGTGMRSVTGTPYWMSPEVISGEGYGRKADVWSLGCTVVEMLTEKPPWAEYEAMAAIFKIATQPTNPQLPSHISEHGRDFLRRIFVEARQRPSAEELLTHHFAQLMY
FID counter: displaces DNA intercalator in HCV helicase counter-screen; inhibition, % at 7.9 µM; 290,000 compounds, 0.17% hits; DNA fluorescent intercalator displacement, fluorescence; AID 1845; in the data active = inhibition above about 37%;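 note: 0% = vehicle and 100% = reference compound; higher means more ethidium bromide displaced from hairpin DNA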
* marks the source's active call; other numbers are inactive results; ? = inconclusive; nt = not tested or not shown.

SMILES	NALP1 inh	MEKK2 WT-MEK5	OXTR agonist	PHOSPHO1 inh	GPR7 antagonist	MEKK2mut PB1 HTS	M18AAP inhibitor	MEKK3 PB1 HTS	FID counter
CCC(C(=O)N1CCOCC1)n1c(C(=O)OC)cc2occc21 (configuration not stated)	18	nt	-1.1	24	1	nt	-7	nt	0
Cc1ccc(S(=O)(=O)NCCN2CCNC2=O)cc1	0	98	0.6	29	-4	-4	3	98	2
CC(C)(C)N(Cc1ccccc1)C(=O)COC(=O)c1cccc([N+](=O)[O-])c1	2	105	-1.8	36	1	5	5	101	-4
COc1cc(C(=O)O)nc2ccc([N+](=O)[O-])cc12	-5	102	1.7	15	-14	0	-3	102	-10
Cc1ccc(NC(=O)C2CCCN2S(=O)(=O)c2ccc(-c3ccc(=O)[nH]n3)s2)c(C)c1 (configuration not stated)	-1	95	0.1	48	-16	-1	5	96	-33
COc1ccccc1NC(=O)CCCC(=O)OC(C)C(=O)c1ccccc1 (configuration not stated)	7	97	2.0	22	4	-1	1	99	-31
CNc1c([N+](=O)[O-])cnn1-c1ccc(F)cc1	-3	103	1.1	12	-8	-2	-8	100	1
O=C(CNC(=O)c1ccco1)OCc1ccc(Cl)cc1	2	100	-1.8	4	-5	3	-1	96	-2
Nc1nnnn1/N=C/c1cccc(Br)c1	-4	107	-1.0	45	-10	4	-2	100	-3
CCN(CC(=O)NCCc1ccc(S(N)(=O)=O)cc1)Cc1nc2ccccc2c(=O)[nH]1	-6	105	1.3	-19	-1	2	-1	102	-8
CCC1(C)NC(=O)N(/N=C/c2ccc(C)s2)C1=O (configuration not stated)	15	96	-0.6	16	-9	-12	-14	96	2
Brc1ccccc1-c1csnn1	20	107	-1.9	7	-7	9	-1	111	-1
COC(=O)CNC(c1ccccc1)c1cc(Br)ccc1NS(=O)(=O)c1ccccc1 (configuration not stated)	12	101	0.6	-22	8	-1	0	116	-22
COc1cc(C(=O)N/N=C/c2ccc3c(c2)c2ccccc2n3C)ccc1O	2	98	nt	43	-19	-2	11	99	-25
CCC(C)(C)NC(=O)C(c1ccccc1Cl)N(Cc1cccnc1)C(=O)CCC(=O)Nc1cc(C)on1 (configuration not stated)	25	102	-1.1	32	-7	1	2	103	-32
CC(=O)Nc1ccc(SCCCC(=O)c2ccccc2)cc1	14	102	2.4	31	15	11	6	101	-21
COc1ccc(NC(=O)N2CCC(n3cnc4ccccc43)CC2)cc1	6	106	1.1	52	-18	7	-2	102	-8
CCCc1cc(C(=O)OC)c(NC(=O)CCC(=O)O)s1	5	76	-0.1	30	-8	-25	-15	72	-18
CC(C)OCCCNS(=O)(=O)c1ccc2c(c1)oc(=O)n2C	-15	112	0.3	11	0	9	0	111	-2
CC(C(=O)NCC1CCCCC1)N(C)Cc1ccc(Br)cc1 (configuration not stated)	9	105	-1.4	7	-5	3	-1	102	-10
ClC1(Cl)CC1CSc1ncn[nH]1 (configuration not stated)	7	98	nt	24	-1	-5	34*	105	0
CC(C)Cn1c(SCC(=O)N2CCN(S(=O)(=O)c3ccccc3)CC2)nc2ccccc21	17	98	-1.2	36	-16	-3	-13	99	-35
CCC(C)(C)NC(=O)c1ccccc1Oc1ccccc1	16	102	-2.5	-5	-16	0	-2	104	-19
CC1(C)CC(=O)C2=C(C1)OC1=C(C(=O)CC(C)(C)C1)C2c1cc([N+](=O)[O-])cc([N+](=O)[O-])c1O	1	99	-1.7	28	-3	-8	-2	100	-17
O=C(Nc1cccc(NC(=O)c2ccco2)n1)c1ccco1	-57	107	0.6	nt	-3	3	-14	111	-6
COc1ccccc1CNC(=O)c1ccc(S(=O)(=O)N(C)C)cc1	5	98	0.1	-7	6	3	-2	98	-7
CN1CCN(CC/C=C2/c3ccccc3Sc3ccc(S(=O)(=O)N(C)C)cc32)CC1	18	143*	6.1	28	11	19	2	78	19
COc1ccccc1N1CCN(/N=C/c2cccc(Cl)c2)CC1	37	109	-2.1	47	-14	14	2	108	-22
CCCc1cc(=O)oc2c3c(cc(OCC(=O)NCCCn4ccnc4)c12)OC(C)(C)CC3	3	101	-0.2	13	-1	0	4	104	19
CCn1c(CNc2ccc(C)cc2C)nnc1SCC(=O)N1CCCc2ccccc21	-8	93	0.4	-111	-4	-3	2	98	-39
COc1ccc(CC2(CO)CCN(Cc3cnn(C)c3C)CC2)cc1	10	105	-0.2	32	-8	-2	-2	102	2
CCN(CC)Cc1nc2sc(C)c(C)c2c(=O)[nH]1	1	96	-0.5	13	-4	2	6	99	-4
CC(C)c1ccc(NC(=O)NCc2cccnc2)cc1	14	106	-0.6	48	-3	8	-3	102	-4
FC(F)(F)c1ccnc(NCc2ccco2)n1	nt	101	-0.7	18	-11	-19	0	95	-1
COCCOC(=O)C1=C(C)NC(=O)CC1c1cc2c(cc1Br)OCO2 (configuration not stated)	4	?	-1.1	6	-12	-28	-7	?	-14
CCOC(=O)c1c(NC(=O)Cc2cccs2)sc(C(=O)NC2CCCC2)c1C	11	101	-0.3	14	-13	1	0	97	2
CC(C)N(C(=O)Cn1cnc2c(cnn2-c2ccccc2Cl)c1=O)C(C)C	2	85	-0.2	18	-8	-3	-5	72	-4
CC(=O)N1CC(=O)N(OCc2ccccc2)C1c1ccc(Cl)cc1Cl (configuration not stated)	13	108	-0.2	54	-8	5	-2	106	-24
O=C(NCC(c1cccs1)N1CCOCC1)c1ccccc1NS(=O)(=O)c1ccc(Cl)cc1 (configuration not stated)	39	106	5.7	-4	0	9	-6	100	-28
S=C1NC2(CCS1)Oc1ccccc1C1CC(c3ccccc3)=NN12 (configuration not stated)	nt	97	nt	27	-2	-3	6	97	-17
O=[N+]([O-])c1ccc2[nH]ncc2c1	-1	90	1.7	-1	-4	-10	-1	101	-1
CC(C)CC(c1nnnn1Cc1ccco1)N1CCN(c2cccc(Cl)c2)CC1 (configuration not stated)	-15	102	-1.6	-4	-4	0	9	97	-4
CCn1nc(NC(=O)c2ccccn2)c2cc3cc(C)ccc3nc21	8	91	-2.3	-18	-15	-11	17	90	-10
C[N+]1(CCCCSc2ccc(O)cc2)CCCCC1	-10	103	0.8	-1	-9	-2	-1	101	2
CC(NC(=O)CN(c1cccc(C(F)(F)F)c1)S(C)(=O)=O)c1ccccc1 (configuration not stated)	-3	98	1.5	-6	-2	1	0	95	-10
CCN(CC(=O)NCc1ccc(F)cc1)C(=O)c1oc2ccccc2c1C	23	102	0.2	7	-6	4	3	103	-27
CCOC(=O)N1CCN(C(=O)c2ccc3c(=O)n(-c4ccc(OC)cc4OC)c(=S)[nH]c3c2)CC1	5	nt	1.1	-1	-8	nt	-5	nt	-4
CCOC(=O)c1c(NC(=O)CSc2nnc(-c3cccnc3)o2)sc(C(C)=O)c1C	-4	99	0.0	27	-2	-1	15	102	-16

Compound profiles, from the list above. Values in the order: NALP1 inh | MEKK2 WT-MEK5 | OXTR agonist | PHOSPHO1 inh | GPR7 antagonist | MEKK2mut PB1 HTS | M18AAP inhibitor | MEKK3 PB1 HTS | FID counter
`COc1ccccc1N1CCN(/N=C/c2cccc(Cl)c2)CC1` in the list: 37 | 109 | -2.1 | 47 | -14 | 14 | 2 | 108 | -22
`COCCOC(=O)C1=C(C)NC(=O)CC1c1cc2c(cc1Br)OCO2` (configuration not stated) in the list: 4 | ? | -1.1 | 6 | -12 | -28 | -7 | ? | -14
`CCn1nc(NC(=O)c2ccccn2)c2cc3cc(C)ccc3nc21` in the list: 8 | 91 | -2.3 | -18 | -15 | -11 | 17 | 90 | -10
`CN1CCN(CC/C=C2/c3ccccc3Sc3ccc(S(=O)(=O)N(C)C)cc32)CC1` in the list: 18 | 143* | 6.1 | 28 | 11 | 19 | 2 | 78 | 19

Continuation:
SMILES	NALP1 inh	MEKK2 WT-MEK5	OXTR agonist	PHOSPHO1 inh	GPR7 antagonist	MEKK2mut PB1 HTS	M18AAP inhibitor	MEKK3 PB1 HTS	FID counter
Cc1ccc(OCC(=O)Nc2cccc(-c3nnc(-c4ccccc4)o3)c2)c(C)c1	15	103	0.7	3	-13	4	-4	114	-1
COc1cccc(-c2cc(C(F)(F)F)c3c(N)c(C#N)sc3n2)c1	-2	nt	-1.0	32	-13	nt	0	nt	-2
O=C(C1CC=CCC1)N1CCC(CO)(Cc2ccc(Cl)cc2)CC1 (configuration not stated)	17	104	1.1	48	-6	3	4	102	-33
COc1ccc(CNc2nc(NCc3ccc(OC)cc3)n(C(=O)c3ccccc3[N+](=O)[O-])n2)cc1	4	96	-1.0	38	-7	-3	22	99	-5
CCCn1c(SCC(=O)NCCc2ccccc2)nnc1-c1ccccn1	8	97	0.6	11	-14	2	2	97	-25
N#CC1=C(N)Oc2n[nH]c(-c3ccccc3)c2C1c1ccsc1 (configuration not stated)	16	101	-0.5	-6	-6	4	9	91	-4
COc1ccc(C(=O)CSc2ccc(-c3ccc(C)cc3)nn2)cc1	35	82	-0.3	-16	-8	5	-3	93	-5
CCCc1nnc(NC(=O)c2cc3ccccc3o2)s1	7	104	-0.5	26	-9	3	5	104	-12
COc1cc(C(=O)Nc2ccccc2-c2nnn(CC(N)=O)n2)cc(OC)c1OC	1	109	-0.8	14	-4	2	-4	105	-1
C=CCNC(=O)C1CC(=O)N(c2ccc(OCC(=O)Nc3ccc(Cl)c(C(F)(F)F)c3)cc2)C1 (configuration not stated)	11	106	1.2	3	-6	2	6	105	-6
C#CCOCCOCCOCCNc1nc(N2CCN(C(=O)C([C@@H](C)CC)n3cc(C(N)COC(=O)C(F)(F)F)nn3)CC2)nc(N2CCN(C(=O)[C@H](Cc3cc4ccccc4[nH]3)n3cc(C(N)CO)nn3)CC2)n1 (some centres not stated)	nt	143*	0.3	nt	nt	11	nt	101	nt
COc1ccc(-c2nc(Cn3c(SCc4cccc(F)c4)nc4ccncc43)c(C)o2)cc1OC	21	113	0.0	30	-6	9	-5	106	-7
CC(C)On1c(SC(C)C)nc2ccccc2c1=O	12	99	-1.2	15	3	-6	-9	100	-8
CC1CN(C(=O)C2CCCCC2)C(C)CN1C(=O)C1CCCCC1 (configuration not stated)	nt	95	0.7	-2	-4	-2	-1	95	-18
CC(=O)Nc1ccc(S(=O)(=O)Nc2nc(C)cc(-n3nc(C)cc3C)n2)cc1	6	104	0.4	41	-3	0	0	104	-5
Cc1cccc(C(=O)Nc2cccc(Br)c2)c1[N+](=O)[O-]	-5	103	-1.5	58	-2	5	-3	110	13
COc1ccc(OC)c(NC(=O)CSc2nc(-c3ccccc3)cc(=O)[nH]2)c1	8	103	2.8	44	-11	0	-1	106	-26
Cc1sc(NC(=O)c2cc(-c3ccc(Cl)cc3)nc3ccccc23)c(C(N)=O)c1C	13	92	-0.5	19	-6	-4	0	96	-2
NC(=O)c1oc2ccccc2c1NC(=O)c1ccccc1	-22	109	0.9	4	4	4	6	106	1
N#Cc1cccc(NC(=O)CCNS(=O)(=O)c2ccc3[nH]c(=O)oc3c2)c1	12	108	0.0	3	-5	12	2	105	0
O=c1[nH]oc2cc(Cl)ccc12	16	101	0.3	-17	-8	-1	-7	97	1
CCOP(=O)(c1c(F)c(F)c(F)c(F)c1F)C(O)c1ccccc1 (configuration not stated)	-11	107	0.2	1	-6	4	1	104	-1
C=CCN1C(=O)/C(=C/c2ccsc2)SC1=S	20	101	-1.6	51	-8	3	3	102	-1
Cc1ccc(NC(=S)N(CCCN2CCOCC2)Cc2ccccn2)cc1Cl	-2	99	0.8	-4	5	-1	5	110	4
CC#CCN1c2ccccc2[C@]23C[C@@H](C(=O)OC)N(C(C)=O)C2=NC(C(=O)OC)=C(C(=O)OC)[C@H]13	6	95	-1.9	18	nt	1	nt	94	nt
CCC(=O)Nc1cccc(NC(=O)c2ccccc2Br)c1	10	102	1.4	4	-3	13	-11	106	-2
